Assay outcomes from PubChem.
Luciferase inh – blocks purified firefly luciferase enzyme activity; P08659; purified P. pyralis luciferase, luminescence, biochemical; Potency, µM (series often up to 115 µM), for inactives: at the highest dose activity change, negative = inhibition, actives largely listed as inhibitors; hit rate 2.5% among 76,000; AID 1347043; further: potency means the concentration at half of the fitted maximal effect; nearly all actives have a fitted effect of over 65% in size
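Cell-free enzyme assay, 10nM P. pyralis luciferase, luciferin and ATP each at 10uM. Inhibition profiled over a 6-point titration, read as luminescence.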
NIH3T3 tox – kills NIH 3T3 cells; Potency, µM (highest dose often 96.7 µM), inactives show at the highest dose activity change, negative = cytotoxicity, hits mostly inhibitors; NIH 3T3 viability, CellTiter-Glo ATP luminescence, 48-72 h; AID 1345082; hit rate 4.3% among 94,000; further: potency means the concentration at half of the fitted maximal effect; nearly all actives have a fitted effect of over 55% in size
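Luminescent ATP readout (CellTiter-Glo, 10 min RT) after 48 or 72 hr compound exposure of NIH 3T3 cells seeded at 400 cells/well in 1536-well format; quantitative HTS.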
HEK cytotox – kills HEK 293 cells | hit rate 6.6% among 94,000 | HEK 293 viability, ATP luminescence (CellTiter-Glo), 48-72 h | Potency, µM (titrated, usually from 115 µM), without a hit: at the top dose activity change, negative = cytotoxicity, hits mostly inhibitors; further: potency means the concentration at half of the fitted maximal effect; nearly all actives have a fitted effect of over 60% in size
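Cytotoxicity was scored by loss of ATP-coupled luminescence (CellTiter-Glo) in HEK 293 cells. Compound treatment ran 48 or 72 hr at 37 degree Celsius, 5% CO2, 95% humidity.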
GPT2 inh – blocks human glutamate pyruvate transaminase 2; Q8TD30; Recombinant GPT2, coupled pyruvate oxidase/HRP Amplex Red fluorescence; Potency, µM (titrated, usually from 57.7 µM), for the others: top-dose activity change, negative = inhibition, most hits filed as inhibitors; hit rate 0.25% among 100,000; AID 1671188; further: potency means the concentration at half of the fitted maximal effect; nearly all actives have a fitted effect of over 60% in size; many of its hits are not listed in these tables
Target sequence (Q8TD30 whole entry, looked up): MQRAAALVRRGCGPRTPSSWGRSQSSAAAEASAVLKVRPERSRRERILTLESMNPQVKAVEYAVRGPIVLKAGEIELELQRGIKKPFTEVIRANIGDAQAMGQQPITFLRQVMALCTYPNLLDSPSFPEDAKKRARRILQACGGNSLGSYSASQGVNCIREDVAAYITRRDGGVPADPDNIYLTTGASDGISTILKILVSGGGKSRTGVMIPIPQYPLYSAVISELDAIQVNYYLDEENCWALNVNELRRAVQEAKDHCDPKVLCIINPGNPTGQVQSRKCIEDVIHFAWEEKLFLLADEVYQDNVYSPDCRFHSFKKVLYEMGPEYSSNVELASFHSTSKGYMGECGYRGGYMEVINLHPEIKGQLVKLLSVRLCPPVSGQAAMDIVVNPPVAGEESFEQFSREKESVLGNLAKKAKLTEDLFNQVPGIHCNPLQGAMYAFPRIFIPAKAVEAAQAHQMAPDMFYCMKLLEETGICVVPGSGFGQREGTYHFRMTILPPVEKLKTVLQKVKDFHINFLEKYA
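GPT2 10ng/uL, a-KG 250uM, L-Ala 2mM, HEPES pH7.5 + 0.0001% Tween; 30 min RT. Then Amplex mix (PO/HRP/ThPP), 30 min RT dark, fluorescence. AOA 50uM used as positive control.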
SNCA expr inhib – inhibitors of alpha-synuclein (SNCA) gene expression | HEK-293 SNCA-luciferase knock-in, luminescence, 24 h | Potency, µM (titrated, usually from 57.2 µM), for inactives: at the top dose activity change, negative = inhibition, usual class: inhibitors | hit rate 0.17% among 140,000 | AID 1671194;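 further: potency means the concentration at half of the fitted maximal effect; plate controls were DMSO cells for no effect and cell-free wells for full effect; nearly all actives have a fitted effect of over 45% in size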
IP6K1 inhibitor – inhibitors of human IP6K1 | IP6K1 kinase, ADP-Glo luminescence, 2 h; hits give low values | AID 1645851 | hit rate 0.81% among 140,000 | activity change, % (series mostly up to about 58 µM) | Q92551; in the data active means activity change below about -25%
Target sequence (Q92551 whole entry, looked up): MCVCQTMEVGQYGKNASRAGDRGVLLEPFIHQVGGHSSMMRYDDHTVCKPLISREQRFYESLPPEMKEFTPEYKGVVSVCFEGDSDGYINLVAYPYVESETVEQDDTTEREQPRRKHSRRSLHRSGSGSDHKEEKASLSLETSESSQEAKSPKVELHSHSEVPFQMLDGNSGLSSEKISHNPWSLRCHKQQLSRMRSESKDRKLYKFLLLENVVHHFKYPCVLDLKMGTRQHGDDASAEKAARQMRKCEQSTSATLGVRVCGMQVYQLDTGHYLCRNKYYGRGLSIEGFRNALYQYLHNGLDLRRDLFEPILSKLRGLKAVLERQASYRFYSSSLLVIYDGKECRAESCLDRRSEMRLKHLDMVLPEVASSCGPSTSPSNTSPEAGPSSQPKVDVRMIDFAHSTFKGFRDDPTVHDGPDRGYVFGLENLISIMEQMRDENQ
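ADP-Glo luminescence measures ADP made by human IP6K1 during a 2 h RT reaction with ATP/IP6 (mix at 1.3 mM/130 uM); top library doses 57.5 and 19.1 uM final.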
SNCA viab count – cell viability loss counter-screen; HEK-293-SNCA-luc viability, GF-AFC fluorescence, 24 h; Potency, µM (doses to about 57.1 µM), for the others: at the top dose activity change, negative = cytotoxicity, actives largely listed as cytotoxic; hit rate 0.12% among 150,000; AID 1671193;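 further: potency means the concentration at half of the fitted maximal effect; 0% = DMSO-treated cells and -100% = medium-only wells without cells; nearly all actives have a fitted effect of over 30% in size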
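Cytotoxicity counterscreen: after 24 h compound treatment of genome-edited SNCA-luciferase HEK-293 cells, live-cell protease substrate GF-AFC read by fluorescence after 30 min; activity scaled between DMSO (0%) and medium-only (-100%), curves Hill-fitted.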
Numbers without * were called inactive; i = inactive; ? = inconclusive; · = no result given; & = joins results of further samples; [ ] = dose if it differs, or a comment. Unless noted, the call rests on the fitted dose curve; in most records, active means well fitted curve in the direction sought with a large enough effect; inconclusive means small, poorly fitted or top-dose-only effect, or another doubt; inactive means no such curve, though single readings can be large; an effect the other way counts as inactive or inconclusive. Unless noted, on the % scale 0 is the no-effect control and ±100 the full control effect.

no.	Molecule	Luciferase inh	NIH3T3 tox	HEK cytotox	GPT2 inh	SNCA expr inhib	IP6K1 inhibitor	SNCA viab count
1	CCc1nc(-c2c3n(c(=O)n(Cc4ccc(OC)cc4)c2=O)CCCCC3)no1	0.8%	-19.3%	-10.9%	-10.5%	-5.1%	3.9	2.4%
2	CC(CNC(=O)CN1C(=O)COc2ccc(S(=O)(=O)N3CCCCC3)cc21)c1ccccc1 (stereo not given)	·	·	·	·	7.4%	5.0	?
3	COc1ccccc1CNC(=O)CCCn1nc(C)c2c(C)n(-c3ccc(C)cc3)nc2c1=O	·	·	·	·	1.2%	20.8	3.5%
4	Cc1ccc(-c2ccc3nnc(CNC(=O)c4ccc(C)cc4C)n3n2)cc1	12.0%	i	i	i	18.2%	-1.6	-6.2%
5	NC(=O)NCC(=O)N1CCc2onc(-c3cccc4ccccc34)c2C1	-6.0%	-23.2%	-26.5%	-10.9%	9.8%	6.6	5.3%
6	O=C(Nc1ccc(Cl)cc1Cl)c1cnn2c1CN([S+](=O)([O-])c1cccc(C(F)(F)F)c1)CC2	·	-26.0%	?	-1.7%	?	9.7	-5.3%
7	COc1cccc([S+](=O)([O-])N2CCN(C(=O)c3nc4cccnc4n(C4CC4)c3=O)CC2)c1	·	-26.5%	i	-0.7%	20.5%	-8.1	-2.3%
8	O=C(O)c1ccnc(-c2ccnc(NCCCN3CCCC(O)C3)n2)c1 (stereo not given)	-4.2%	-10.6%	-7.5%	-1.9%	3.3%	1.8	-1.4%
9	O=C(NCc1cccc(C(F)(F)F)c1)C1CCc2nnc(C3CCN([S+](=O)([O-])c4ccccc4Cl)CC3)n21 (stereo not given)	·	?	?	-3.5%	4.3%	-9.7	4.7%
10	O=C(NC[C@H]1O[C@H](Cc2cc(-c3ccccc3)on2)CC[C@@H]1O)c1cnccn1	1.8%[172 µM]	?	?	-25.9%[88.5 µM]	46.1%[activator][87.6 µM]	4.7	-3.1%[87.6 µM]
11	O=C(c1cccc(C(F)(F)F)c1)N1C[C@@H](CO)[C@H](c2ccccn2)C1	-1.7%	-5.2%	i	4.6%	-3.6%	14.7	0.5%
12	COc1ccc(C2NC(=O)N(CC(=O)N3CCCCCC3)C3=C2C(=O)OC3)cc1 (stereo not given)	-6.2%	i	2.1%	1.2%	-9.5%	9.1	-2.4%
13	C[C@@H](NS(=O)(=O)c1ccccc1)c1onc(-c2ccc(F)cc2)c1C(=O)O	-15.1%[172 µM]	-15.6%[138 µM]	-8.7%[172 µM]	-2.6%[88.5 µM]	-14.2%[87.6 µM]	19.7	5.7%[87.6 µM]
14	COc1ccc(CN[C@@H]2C=C[C@@H](c3c(C)nn(-c4ccc(OC)cc4)c3C)C2)cc1	?	31.6µM*	50.1µM*	-6.8%[88.5 µM]	40.5%[activator][87.6 µM]	-8.2	-24.1%[87.6 µM]
15	COc1ccccc1OCc1nc(-c2cccc(C)c2)no1	·	·	·	·	93.6%[activator]	-13.2	0.2%
16	C=C1C(=O)[C@@]23C(CC[C@@H]1[C@H]2O)[C@@]12CO[C@]3(O)[C@@H](O)[C@@H]1C(C)(C)CC[C@@H]2O (stereo not given in full)	·	·	·	4.9%&-1.5%	34.1µM*	-0.8	29.9µM*
17	COc1ccc(C(=O)N2CCC3(CNc4ccccc4[S+](=O)([O-])N3)C2)cc1 (stereo not given)	-12.6%	-13.5%	?	-2.7%	-12.4%	23.3	-20.0%
18	COCCOC1CCOC2(CCN(C(=O)Nc3ccccc3F)CC2)C1 (stereo not given)	?	-11.5%	-29.4%	1.2%	96.1%[activator]	18.5	4.5%[12.5 µM]
19	COc1ccc(CCNC(=O)c2c(C)oc3ncn(CC(C)C)c(=O)c23)c(OC)c1	·	·	·	·	-11.7%	19.6	3.8%
20	Cc1cccc(CNCc2ccccc2OCC(O)CN2CCSCC2)c1 (stereo not given)	10.1%	?	?	-19.2%	4.5%	6.9	-17.2%
21	Cn1c(SCC(=O)Nc2nc3ccccc3s2)ncc(C(=O)Nc2ccc(Cl)cc2)c1=O	·	·	·	·	51.3%[activator]	-3.2	3.9%
22	O=C(CCSCc1ccccc1Cl)N1CCN(c2cccc(Cl)c2)CC1	·	·	·	·	-3.6%	17.7	-0.3%
23	N#Cc1ccc(OCc2nc3c(n2Cc2ccccc2)C(=O)N(CC2CC2)CCN3)cc1	?	-60.9%[138 µM]	?	i	?	-17.7	-27.3%[87.6 µM]
24	O=C(O)c1cccnc1OC1CCNCC1	-13.9%	-13.1%	-19.3%	i	23.7%	5.3	-0.1%
25	O=C1CN(C(=O)[C@H]2CN(Cc3ccccc3)C[C@H]2C(=O)O)CCN1	-5.3%	-1.4%	i	4.2%	-1.3%	-7.0	-4.7%
26	CCCc1nc(C)cc(N2CCC(NCCc3ccc(Cl)cc3)CC2)n1	4.9%	?	14.1µM*	-5.0%	10.4%	17.4	?
27	COc1ccc(NC(=O)NCC2CCC(=O)N(Cc3ccccc3)CC2)cc1F (stereo not given)	·	-33.4%	-15.2%	i	10.9%	0.2	-2.1%
28	Cc1ccccc1-c1nocc1CCC(=O)O	-0.6%	i	3.7%	i	-19.4%	-0.3	-4.6%
29	O=C1NC[C@@H](CCC(=O)N2CCN(c3ccccc3)CC2)N2C[C@@H](NCc3ccc(CO)o3)C[C@@H]12	3.7%	1.8%	i	4.9%	-6.0%	11.9	-4.4%
30	CN(Cc1cnc2ccccc2c1)C(=O)c1ccc(CCC(C)(C)O)cc1	1.6%	?	39.8µM*	?	-18.9%	9.5	-6.8%
31	Cc1ccc(CNC(=O)c2ccc3c(c2)N(Cc2ccccc2F)C(=O)c2ccccc2S3(=O)=O)cc1	·	·	·	·	23.6%	3.8	1.5%
32	O=C(NCCCc1ccccc1)c1ccc2oc(-c3cccnc3)nc2c1	·	?	?	-13.7%	17.9%	-3.4	-8.4%
33	O=C(CCNc1c(-c2ccccc2)nc2cnccn12)NC1CCCC1	1.1%	-4.5%	-0.4%	?	?	12.0	?
34	CCOc1ccccc1C(=O)N1CCc2[nH]nc(C(=O)NCCCc3ccccc3)c2C1	7.4%	?	22.4µM*	i	-3.1%	-12.8	11.2%
35	CC(C)OCCCNc1ncnc2c1CN(C1CCNC1)C(=O)CN2C (stereo not given)	·	i	i	-13.2%	13.1%	-11.8	5.3%
36	COC(=O)C(=O)N1CC[C@H]2NC(=O)N(c3ccccc3)C(=O)[C@H]21	-5.0%[172 µM]	-0.8%[174 µM]	-0.1%[172 µM]	i	?	8.4	-6.0%[87.6 µM]
37	Cc1cc(NC(=O)c2cc(-c3ccc(Cl)c(Cl)c3)on2)n(-c2ccccc2)n1	·	·	·	·	-2.6%	-15.1	-7.7%
38	Cc1cccc(C(=O)NCCc2ncc(C)n2C2CC2)c1	-0.9%	-5.9%	?	?	31.8%[activator]	7.1	1.7%
39	Cc1ccc(NC(=O)C2Cn3cccc3C(=O)N2C)cc1 (stereo not given)	-6.4%	0.4%	i	-3.2%	-20.3%	-2.0	-14.9%
40	N#CCC(C1CCCC1)n1cc(-c2ncnc3[nH]ccc23)cn1 (stereo not given)	·	·	·	-3.8%	·	-9.0	-9.8%
41	CCOCCn1ccc2c(OCC(=O)Nc3cccc(F)c3)cccc2c1=O	·	·	·	·	1.8%	12.2	15.4%
42	CC1CCN(C(=O)CSc2c(C(C)C)cnc3c2c(=O)n(C)c(=O)n3C)CC1	·	·	·	·	26.5%	-10.2	?
43	Cc1ccsc1CN(C(=O)c1oc2ccc(F)cc2c1C)C1CCS(=O)(=O)C1 (stereo not given)	·	·	·	·	-28.9%	-2.8	?
44	COc1ccc(OC)c(CCNC(=O)CN2C(=O)COc3ccc(S(=O)(=O)N4CCC(C)CC4)cc32)c1	·	·	·	·	-9.4%	-1.0	-21.9%
45	O=C([C@@H]1C[C@H](F)CN1S(=O)(=O)c1ccccc1F)N1CCCCC1	8.4%	i	-0.8%	-2.5%	-25.1%	11.1	-11.1%
46	O=C(NCCN1CCOCC1)c1ccc2c(c1)CC(=O)N2Cc1cccc(F)c1	?	-19.5%	-5.1%	-6.1%	15.4%	-11.6	5.6%
47	C=CCn1cc2c3c(cccc31)[C@H](CC(C)C)N[C@H](C(=O)NCc1ccccn1)C2	-28.6%[172 µM]	?	50.1µM*	3.5%[88.5 µM]	-7.2%[87.6 µM]	-11.8	-7.6%[87.6 µM]
48	CCCCS(=N)(=O)CCC(N)C(=O)O (stereo not given)	·	·	·	2.9%	-3.1%&-21.8%	·	4.0%&1.5%
49	CNc1nc2c(c(C(=O)N3CCCC3)n1)CN(C(=O)CN1CCOC1=O)CC2	-1.3%	i	-8.9%	i	-2.2%	2.3	3.7%
50	CS(=O)(=O)c1ncc(Cl)c(C(=O)N(Cc2ccc(Cl)cc2)Cc2ccco2)n1	·	·	·	·	?	-13.2	2.51µM*
51	O=C(CCc1ccccc1)N1CCC2(CC1)NC(=O)N(c1ccccc1)N2	2.6%	?	?	?	-18.5%	0.5	-6.1%
52	CCOC(=O)c1cnc2c(C)c(Cl)ccc2c1Nc1ccc(C)cc1C	·	·	·	·	?	29.7	-19.6%
53	Cc1cc(=O)n(CC(=O)Nc2c(C)cccc2C)c(N(C)Cc2ccccc2)n1	1.0%	?	-26.6%	-2.5%	3.0%	-4.1	6.4%
54	COC(=O)NC1CCN(C(=O)c2cccc(-c3ccc(OC)nn3)c2)CC1	·	-14.1%[138 µM]	-9.5%[172 µM]	·	·	14.3	·
55	CCN(CC)C(=O)CCC1CCN(c2cc(NC3CC3)ncn2)CC1	-23.2%	-23.0%	-12.0%	i	?	16.3	-4.1%
56	CC1=C[C@@H](CNC(=O)c2cnccn2)[C@H](C(C)C)C[C@H]1CC(=O)N1CCOCC1	6.6%[172 µM]	-21.2%[138 µM]	-24.4%[172 µM]	1.8%[88.5 µM]	15.1%[87.6 µM]	39.5	-15.4%[87.6 µM]
57	Cc1cc2ncc(C(=O)NCc3ccc(F)cc3)cn2n1	·	-13.7%[138 µM]	-19.3%[172 µM]	?	-20.9%[87.6 µM]	4.4	5.5%[87.6 µM]
58	CCOc1ccccc1NC(=O)c1c(NC(=O)c2cccc(C)c2)sc2c1CCCC2	·	·	·	·	1.6%	-12.8	13.9%
59	C=CCC(=O)N1CCOC(CCCC(C)C)C1 (stereo not given)	-1.7%	-6.1%	6.9%	i	22.5%	4.7	2.9%
60	CC(C)c1cccc(NC(=O)c2cc3n(n2)CC(c2ccc(Cl)cc2)OC3)c1 (stereo not given)	-3.0%	-29.3%	?	i	-15.1%	36.0	-1.5%
61	O=C1CCC(C(=O)N2CCOCC2)CN1CCCc1ccccc1 (stereo not given)	12.9%	2.4%	4.4%	1.3%[11.5 µM]	3.7%	-11.5	-3.3%

A portion of the library; count on the stated rates, not on these rows.
